Source: PubChem
EPAC2 antagonist: blocks human EPAC2 exchange factor; actives 0.18% (n = 360,000); EPAC2 GEF exchange of Rap1B-BODIPY-GDP, fluorescence; Potency, µM (doses to about 114 µM), for inactives: top-dose activity, negative = inhibition, actives largely listed as inhibitors; Q8WZA2; AID 720708; also: potency is read from the fitted curve at half-maximal effect; % is scaled to controls: 0 for no effect and ±100 for the full control effect; nearly all actives have a fitted effect of over 45% in size; many of its hits are not listed in these tables
PLK1 PBD block: PLK1 (human) polo-box domain binding inhibition; P53350; Plk1 PBD binding of FITC phosphopeptide, fluorescence polarization; Potency, µM, for the others: max response, negative = inhibition, most hits filed as inhibitors; actives 2.8% (n = 360,000); AID 720504; also: potency is read from the fitted curve at half-maximal effect; series mostly up to about 57 µM; % is scaled to controls: 0 for no effect and ±100 for the full control effect; nearly all actives have a fitted effect of over 65% in size
Target sequence (P53350 whole entry, looked up, the tested form may be a part): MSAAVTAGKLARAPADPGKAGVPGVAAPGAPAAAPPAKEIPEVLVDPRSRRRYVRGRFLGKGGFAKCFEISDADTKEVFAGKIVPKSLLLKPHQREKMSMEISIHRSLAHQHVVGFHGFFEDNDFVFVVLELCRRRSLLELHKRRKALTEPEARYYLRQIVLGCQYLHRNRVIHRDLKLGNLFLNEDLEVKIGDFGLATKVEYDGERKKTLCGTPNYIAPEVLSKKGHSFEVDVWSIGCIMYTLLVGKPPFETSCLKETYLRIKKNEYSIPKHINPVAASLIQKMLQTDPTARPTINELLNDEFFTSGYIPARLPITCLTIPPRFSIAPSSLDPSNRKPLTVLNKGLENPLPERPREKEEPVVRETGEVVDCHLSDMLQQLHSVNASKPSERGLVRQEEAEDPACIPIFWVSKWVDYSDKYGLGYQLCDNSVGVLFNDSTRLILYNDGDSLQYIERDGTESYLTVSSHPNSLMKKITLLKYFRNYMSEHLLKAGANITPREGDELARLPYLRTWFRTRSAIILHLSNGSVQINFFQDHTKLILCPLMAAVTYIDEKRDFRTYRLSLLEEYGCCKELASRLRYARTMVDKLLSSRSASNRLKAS
EPAC1 antagonist: EPAC1 (human) antagonism. O95398. AID 720709. Potency, µM (highest dose often 115 µM), inactives show at the highest dose activity change, negative = inhibition, hits mostly inhibitors. actives 0.14% (n = 360,000). EPAC1 GEF assay, Rap1b-BODIPY-GDP exchange fluorescence;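 also: potency is read from the fitted curve at half-maximal effect; plate controls were vehicle for no effect and positive control for full effect; nearly all actives have a fitted effect of over 50% in size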
PI5P4Ka inh: inhibitors of human PI5P4K alpha; P48426; PI5P4Kalpha enzyme, ADP-Glo luminescence, 60 min; active compounds read low; max response, %; actives 1.2% (n = 330,000); active = max response of -50% or lower; inconclusive = between -30% and -50%; inactive = -30% or higher; also: value at the top dose of about 77 µM; % is scaled to controls: 0 for no effect and ±100 for the full control effect
Target sequence (P48426 whole entry, looked up): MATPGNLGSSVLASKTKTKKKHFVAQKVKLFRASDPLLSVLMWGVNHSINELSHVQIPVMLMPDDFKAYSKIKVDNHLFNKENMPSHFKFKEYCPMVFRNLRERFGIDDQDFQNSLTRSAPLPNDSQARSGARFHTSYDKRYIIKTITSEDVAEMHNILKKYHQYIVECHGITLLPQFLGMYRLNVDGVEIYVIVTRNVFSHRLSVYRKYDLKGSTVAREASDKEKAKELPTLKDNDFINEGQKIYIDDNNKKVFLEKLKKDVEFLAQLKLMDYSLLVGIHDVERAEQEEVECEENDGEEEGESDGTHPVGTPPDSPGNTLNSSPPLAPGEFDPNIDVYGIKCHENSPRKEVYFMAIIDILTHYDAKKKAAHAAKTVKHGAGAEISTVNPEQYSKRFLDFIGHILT
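PI5P4Kalpha ADP-Glo assay; 5 microM ATP final; 60 min RT reaction; HEPES pH 7.4/EGTA/CHAPS, 5% DMSO; controls lacking substrate or enzyme; luminescent end-point.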
WRN inhibitor: blocks human WRN helicase. actives 0.46% (n = 360,000). WRN helicase unwinding, fluorescent forked duplex, kinetic. Potency, µM (series often up to 114 µM), without a hit: at the top dose activity change, negative = inhibition, hits mostly inhibitors; also: potency is read from the fitted curve at half-maximal effect; % is scaled to controls: 0 for no effect and ±100 for the full control effect; nearly all actives have a fitted effect of over 55% in size
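Screening of the MLSMR collection measured strand separation of a quenched forked DNA duplex (100 nM) by 20 nM WRN with 2 mM ATP, all final. Compounds were preincubated with enzyme 15 min at room temperature.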
MmCpn inh: blocks the Methanococcus maripaludis chaperonin Mm-Cpn | purified Mm-Cpn ATPase, ADP Transcreener TR-FRET | Potency, µM (titrated, usually from 76.9 µM), for inactives: at the top dose activity, negative = inhibition, usual class: inhibitors | actives 0.031% (n = 330,000); also: potency is read from the fitted curve at half-maximal effect; % is scaled to controls: 0 for no effect and ±100 for the full control effect; nearly all actives have a fitted effect of over 80% in size
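ATPase read-out: TR-FRET ADP immunoassay (anti-ADP Eu cryptate vs ADP-d2), ex 320 nm, em 590/665 nm; signal drops as ADP forms. Enzyme 25 nM, ATP 10 uM, 30 min at 37°C after 10 min compound preincubation.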
CCT chaperon mod: changes cytosolic chaperonin activity; purified chaperonin ATPase assay, HTRF ADP detection, 30 min; AID 651819; activity change, % (test concentration not listed), hits read low; actives 0.3% (n = 360,000); in the data active = activity change below about -30%; also: % is scaled to controls: 0 for no effect and ±100 for the full control effect
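ATPase activity: ADP formed was measured by HTRF Transcreener (665/615 nm ratio) after 30 min at 37 deg C with 10 uM ATP. Compounds screened at one 76 uM concentration against 40 or 20 nM TRiC in Tris pH 7.4/KCl/MgCl2/DTT buffer.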
EPAC1 agonist: activates human EPAC1 exchange factor; O95398; EPAC1 agonist qHTS, biochemical assay; response scale: 100% = response to 6.5 mM cAMP; Potency, µM (doses to about 154 µM), without a hit: top-dose activation, usual class: activators; actives 0.073% (n = 360,000); AID 720707; also: potency is read from the fitted curve at half-maximal effect; nearly all actives have a fitted effect of over 60% in size
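EPAC1 100 nM, Rap1B–BODIPY-GDP 250 nM, unlabeled GDP 50 uM; compound titration; 5 min RT; kinetic read ex480/em540 at 5-min intervals ×30 min; data normalized to 6.5 mM cAMP agonist control.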
An asterisk follows results filed as active; ? = inconclusive; nt = no result given; & = joins results of further samples; [ ] = another dose, or the depositor's remark. Unless noted, calls follow the shape of the dose curve; as a rule, active = well fitted curve in the direction sought with a large enough effect; inconclusive = small, poorly fitted or top-dose-only effect, or another doubt; inactive = no such curve, though single readings can be large; an effect the other way counts as inactive or inconclusive. Some of the compounds tested, so the mix of outcomes need not match the whole.

SMILES	EPAC2 antagonist	PLK1 PBD block	EPAC1 antagonist	PI5P4Ka inh	WRN inhibitor	MmCpn inh	CCT chaperon mod	EPAC1 agonist
Cc1ccc(-n2nc3c(=O)n(CC(=O)NCc4ccccc4)nc(C)c3c2C)cc1	3%	-2%	-15%	4	1%	1%	-15	11%
Cc1ccc([N+](=O)[O-])cc1NC(=O)CSc1n[nH]c(-c2cccnc2)n1	8%	-6%	-4%	2	7%	1%	1.0	4%
N#CC(C(N)=O)=C1CCC2(CC1)OCCCCO2	0%	-2%	5%	-5	-26%	0%	1.3	5%
O=C(CSc1nnnn1C1CC1)N1CCN(c2ccccc2F)CC1	22%	-2%	-24%	1	7%	0%	-0.2	13%
Cc1cccc(NC(=O)c2cccc(C(F)(F)F)c2)c1	-6%[57.1 µM]	-13%	-5%	2	5%	-1%	-1.1	2%
COc1cc(OC)cc(C(=O)N[C@H](C(=O)OCn2nnc3ccccc3c2=O)C(C)C)c1	-2%	6%	9%	-5	6%	1%	-8.7	-7%
CC(/C=C\c1cccnc1)=C/C(=O)O	5%	-17%&-2%	10%&-11%	9&-5	-17%[57.1 µM]	0%&-2%	-1.5&-0.5	9%&-4%
CCC(Oc1ccccc1F)C(=O)Nc1ccc2c(c1)n(C)c(=O)n2C (configuration not stated)	-7%	-3%	15%	2	3%	1%	-0.3	10%
C=CCc1ccc(OCC(O)COCC)c(OC)c1 (configuration not stated)	-3%	-8%	9%	-2	-1%	-1%	-3.7	-7%
CCn1cc(S(=O)(=O)NCc2ccccc2Br)cn1	26%	-10%	14%	-11	-24%	-5%	2.5	-2%
COc1ccccc1N1CCN(C2CCCN(C(=O)CCc3ccccn3)C2)CC1 (configuration not stated)	-1%	3%	-7%	-3	-7%	1%	-0.2	5%
COc1cccc(CN2CCC(Oc3ccc(C(=O)N4CCCCC4)cc3)CC2)c1O	10%	3%	-8%	-10	-21%	0%	0.9	-4%
O=[N+]([O-])c1ccc(-c2ccn[nH]2)o1	8%	-13%	-11%	-4	-21%	1%	0.0	2%
O=S(=O)(NCc1ccccc1)c1ccc(Cl)c(S(=O)(=O)NCc2ccccc2)c1	-4%	0%	2%	-1	0%	1%	-1.4	17%
Cc1ccc(OCc2cc(C(=O)N(C)CCc3ccccn3)no2)cc1C	-3%	-3%	1%	-7	-3%[57.1 µM]	-1%	-0.3	-1%
COc1cc(/C=C2\SC(=S)N(CCC(=O)Nc3ccccc3O)C2=O)cc(OC)c1OC	-16%	-2%	-6%	1	-9%	-2%	-0.2	19%
O=C(OCC(O)C(O)C(O)C(SCc1ccccc1)SCc1ccccc1)c1ccccc1 (configuration not stated)	-6%	1%	?	-1	-3%	nt	-0.5	-4%
CC(=O)C(C(c1ccccc1)N1CCOCC1)N1CCOCC1 (configuration not stated)	8%	-10%	-2%	-3	-9%	nt	-2.4	10%
CCC(Sc1nc2n[nH]c(C)c2c(=N)n1-c1cc(Cl)ccc1C)C(=O)N1CCOCC1 (configuration not stated)	4%	-2%	-17%	2	-13%	1%	-1.2	-17%
Cc1cccc(C(=O)Nc2ccccc2NC(=O)c2cccc(C)c2)c1	-11%	-5%	-16%	8	1%	0%	1.0	16%
CCn1cc(C(=O)O)c(=O)c2cc(F)c(N3CCN(S(=O)(=O)c4ccc(NC(C)=O)cc4)CC3)cc21	0%	7%	-8%	-1	?	-1%	-1.8	3%
CCc1nc2c(cnn2-c2ccc(Cl)cc2)c(=O)n1-c1ccc2c(c1)OCCO2	-3%	-27%	0%	5	-4%	-2%	-0.1	-2%
CC(C)NC(=O)Nc1ccc2c(c1)C(=O)N([C@H](C)CO)C[C@H](C)[C@@H](CN(C)S(=O)(=O)c1cn(C)cn1)O2	-7%	-9%	15%	5	0%	1%	0.9	-14%
CCOc1ccccc1N(CC(=O)NCCOC)C(=O)CCC(=O)Nc1ccccn1	-2%	-4%	0%	-4	4%	2%	0.4	14%
CC(=O)c1c(C)[nH]c(C(=O)COc2cc(C)cc(C)c2)c1C	-3%	-6%	-4%	nt	-11%	1%	-0.6	-6%
Clc1ccc(-c2nc(/C=N/N3CCOCC3)c3ccccn23)cc1	0%	-8%	-8%	-1	-8%	-3%	-1.0	5%
COC(=O)CNC(=O)COC(=O)c1ccc(OC)c([N+](=O)[O-])c1	1%	-6%	-3%	4	0%	0%	1.2	4%
CC(=NCCc1ccccc1)C1=C(O)C(c2ccccc2)OC1=O (configuration not stated)	-3%	-14%	-22%	-3	6%	-2%	-1.3	5%
C[C@@H]1CCCCO[C@@H](CN(C)S(=O)(=O)c2cn(C)cn2)[C@@H](C)CN([C@H](C)CO)C(=O)c2cc(N(C)C)ccc2O1	-5%	-20%	13%	8	-8%	nt	-0.3	11%
Nc1ncnc2c1ncn2[C@@H]1O[C@H](C(=O)NCCCN2CCCC2=O)[C@@H](O)[C@H]1O	6%	-16%	-4%	0	-4%	nt	2.2	14%
CCOC(=O)CNC(=O)c1ccc(OCC(F)(F)F)cc1	17%	-14%	-2%	0	15%	1%	-3.9	12%
O=C(NCCc1nc(-c2ccccc2)no1)c1ccco1	9%	3%	-5%	0	6%	nt	-0.1	9%
C[C@H]1CN([C@@H](C)CO)S(=O)(=O)c2ccc(Br)cc2O[C@H]1CN(C)Cc1ccccc1F	-28%	-14%	-23%	3	1%	nt	-2.3	11%
Cc1ccc([N+](=O)[O-])cc1S(=O)(=O)Nc1cccc(-c2ccc(N3CCOCC3)nn2)c1	-4%	1%	?	1	-6%	1%	-0.3	5%
Cc1c(NC(=O)COc2ncnc3ccccc23)c(=O)n(-c2ccccc2)n1C	10%	-16%	0%	-5	-19%	2%	-1.5	2%
CCC(C)N(C(=O)c1csnn1)C(C(=O)NC1CCCC1)c1ccc(F)cc1 (configuration not stated)	-1%	-4%	8%	-7	-9%	2%	-8.4	1%
O=C(CC(=O)N/N=C/c1ccccc1O)NCc1cccnc1	3%	3%	3%	-5	-7%	-2%	0.4	3%
CCN(C[C@H]1N[C@@](CC)(C(=O)OC)[C@H]2C(=O)N(C)C(=O)[C@@H]12)S(=O)(=O)c1ccc(OC)cc1	2%	-17%	-2%	-2	8%	-1%	1.8	-18%
Cc1cc(C)c2c(=O)c3c(oc2c1)C(=O)N(CCO)C3c1cccc(O)c1 (configuration not stated)	-12%	-16%	-5%	0	-4%	0%	-6.4	4%
CCNC(=O)C1Cc2ccccc2CN1S(=O)(=O)c1ccc(F)cc1 (configuration not stated)	17%	-4%	2%	2	0%	1%	2.3	-1%
CC(NC(=O)c1cn(C)c2ccc(S(=O)(=O)N3CCCC3)cc2c1=O)c1ccc2c(c1)OCCO2 (configuration not stated)	-3%	-2%	3%	nt	3%	-1%	0.6	3%
CC1CCCN(C(=O)CSc2nnc(-c3ccncc3)n2C)C1 (configuration not stated)	2%	3%	-3%	0	-15%	-6%	-3.3	21%
Cc1ccc(C(C)n2cc(C(=O)NCCN3CCN(C)CC3)nn2)cc1 (configuration not stated)	-6%	-10%	4%	-2	-2%	1%	-1.9	1%
O=c1[nH]c2ccccc2nc1-c1ccccc1	4%	-9%	-7%	18	6%	-1%	0.3	5%
COc1ccc(C(=O)NNc2ccccc2)cc1OC	4%	-24%	-2%	12	-23%	-2%	-1.1	4%

Ordered by molecular weight (high to low): part of the list above.
SMILES	EPAC2 antagonist	PLK1 PBD block	EPAC1 antagonist	PI5P4Ka inh	WRN inhibitor	MmCpn inh	CCT chaperon mod	EPAC1 agonist
C[C@H]1CN([C@@H](C)CO)S(=O)(=O)c2ccc(Br)cc2O[C@H]1CN(C)Cc1ccccc1F	-28%	-14%	-23%	3	1%	nt	-2.3	11%
CC1CCCN(C(=O)CSc2nnc(-c3ccncc3)n2C)C1 (configuration not stated)	2%	3%	-3%	0	-15%	-6%	-3.3	21%
O=C(CC(=O)N/N=C/c1ccccc1O)NCc1cccnc1	3%	3%	3%	-5	-7%	-2%	0.4	3%

Continuation:
SMILES	EPAC2 antagonist	PLK1 PBD block	EPAC1 antagonist	PI5P4Ka inh	WRN inhibitor	MmCpn inh	CCT chaperon mod	EPAC1 agonist
CC1Cc2ccccc2N1C(=O)CSc1nnc(-c2ccc(S(=O)(=O)N3CCOCC3)cc2)n1C (configuration not stated)	1%	4%	-6%	-1	-6%	-2%	0.7	-2%
CCOC(=O)CC(=O)CSc1nc2sc(C)cc2c(=O)n1Cc1ccco1	3%	-6%	1%	nt	4%	-3%	-3.4	9%
Brc1cccc(C2Nc3cccc4cccc(c34)N2)c1	-5%	?	?	-22	-13%	-2%	2.0	4%
O=C(c1ccc(Cl)cc1)c1ccc(OCC(O)CN2CCCCC2)cc1 (configuration not stated)	9%	-2%	-1%	1	8%	-6%	-3.3	-5%
Cn1cc(S(=O)(=O)N2CCCC2)cc1C(=O)NCc1ccc(F)cc1	4%	-13%	-10%	0	-2%	-1%	-0.1	-3%
N/C(=N\OC(=O)CCCOc1ccccc1)c1ccccn1	-2%	-10%	-12%	3	-2%	3%	-1.2	2%
Cc1c(/C=N\NC(=O)c2ccc(F)cc2)cnn1C	-7%	-2%	-2%	-2	-3%	1%	1.9	-11%
CCn1c(CSCc2ccccc2)n[nH]c1=S	5%	-5%	-13%	3	-18%	0%	-3.0	-1%
COc1ccc(N2C(=O)NC(NS(=O)(=O)c3ccc(NC(C)=O)cc3)(C(F)(F)F)C2=O)cc1 (configuration not stated)	9%	-11%	-5%	-6	-15%	-1%	-2.4	19%
COc1ccc(CN(C)C[C@H]2OCc3cnnn3CCCC(=O)N([C@H](C)CO)C[C@@H]2C)cc1	-6%	-15%	-11%	9	0%	nt	-0.4	-3%
Cc1ccc(S(=O)(=O)NNC(=O)Nc2cccc(C)c2C)c(C)c1	-12%	-3%	-20%	9	7%	3%	-5.7	-9%
O=C1c2ccccc2NC(c2ccc(O)cc2)N1c1ccccc1 (configuration not stated)	-2%	-9%	0%	2	3%	-2%	0.9	5%
CS(=O)(=O)N(CC(=O)N1CCOCC1)c1ccc2c(c1)OCO2	8%	0%	9%	3	1%	-1%	-10	0%
CCCc1cc(C(=O)NNC(=S)NCC)c2ccccc2n1	1%	-9%	3%	8	-14%	1%	-1.3	-9%
COc1cc(OC)cc(C(=O)N2CCN(Cc3ccccc3C(F)(F)F)CC2)c1	-11%	2%	-1%	nt	2%	0%	0.3	11%
Cc1cc(C)c(C(=O)CSc2nnc(-c3cccnc3)n2C)c(C)c1	-1%	-13%	4%	nt	-12%	0%	0.0	10%
Cc1ccccc1Nc1ccc2nonc2c1[N+](=O)[O-]	1%	-10%	0%	-2	1%	-4%	-1.0	6%
